S100A4 inh HTS = inhibitors of S100A4-myosin IIA peptide binding, primary screen, biochemical, fluorescence polarization, TAMRA-MyoIIA peptide. inhibition, % at 10.7 µM. 360,000 compounds, 0.14% hits. AID 652163, 2013;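 active means mean inhibition of at least 70% across replicates, with every replicate also reaching that level; inconclusive means mean inhibition reaches 70% but some replicates fall short; inactive means mean inhibition below 70%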
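System – human S100A4 monomer protein, biochemical binding assay · Buffer or medium – Calcium-containing HEPES buffer, pH 7.2 · Timing – 5 min between mix addition and reading · Also added – TAMRA-labelled myosin IIA heavy-chain peptide probe, 5 nM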
E-sel inducer = E-selectin induction in HUVECs, primary screen, imaging, HUVEC, immunofluorescence imaging, single point; P16581; normalized: neutral wells 0, TNF-alpha wells 100; activation, % at 7.58 µM; 260,000 compounds, 0.37% hits;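 active means mean E-selectin-positive cell signal at least 10% of the positive control, reached in at least 60% of replicates, without over 20% cell loss; inconclusive means no rule given, readout overlaps actives, possibly toxicity-flagged; inactive means the rest, including those meeting only one limit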;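 further: in these data hits start at about 27%; measured in HUVEC primary endothelial cells; signal is the percent of cells scored E-selectin positive by PE staining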
Target sequence (P16581 whole entry, looked up): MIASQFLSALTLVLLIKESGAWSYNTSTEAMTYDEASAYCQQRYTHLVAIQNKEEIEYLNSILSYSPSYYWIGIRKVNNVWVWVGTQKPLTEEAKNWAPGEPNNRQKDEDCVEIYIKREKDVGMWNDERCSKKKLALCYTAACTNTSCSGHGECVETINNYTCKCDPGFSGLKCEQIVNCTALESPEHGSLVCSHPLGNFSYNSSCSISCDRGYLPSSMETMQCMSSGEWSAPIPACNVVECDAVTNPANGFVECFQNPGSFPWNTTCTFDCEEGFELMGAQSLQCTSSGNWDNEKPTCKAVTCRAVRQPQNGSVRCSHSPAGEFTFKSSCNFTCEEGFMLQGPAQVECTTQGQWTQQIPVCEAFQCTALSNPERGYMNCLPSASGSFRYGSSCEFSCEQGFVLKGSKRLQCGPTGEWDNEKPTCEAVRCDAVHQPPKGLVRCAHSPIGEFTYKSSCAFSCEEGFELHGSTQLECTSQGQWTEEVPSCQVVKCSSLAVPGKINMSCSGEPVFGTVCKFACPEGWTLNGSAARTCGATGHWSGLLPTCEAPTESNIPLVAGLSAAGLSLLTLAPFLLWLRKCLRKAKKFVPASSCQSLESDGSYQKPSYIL
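assay system = HUVEC, human umbilical vein endothelial cells | input = 3,000 HUVEC seeded per well | medium = EGM-2 growth medium on 0.1% gelatin-coated wells | dosing = one compound dose added by pin transfer | signal = immunofluorescence imaging | read-out basis = % PE-positive cells | control set = TNF-alpha, DMSO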
XiGFP reactiv = activators of inactive X chromosome reactivation, primary screen, imaging, XiGFP fibroblasts, GFP high-content imaging, set 2. XiGFP mouse fibroblasts, % GFP-positive cells imaging, 3 d; cells co-treated with 5-aza-dC sensitizer; scaled so ellipticine positive control = 100%. activation, % at 7.58 µM. 360,000 compounds, 0.055% hits. AID 743238, 2013;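 active means mean normalized replicate activation at least 10% and every replicate at or above 10%; inconclusive means only one of the two criteria met; inactive means mean below 10% and not all replicates reach 10%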;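 further: 0% = median of on-plate neutral control wells and 100% = ellipticine 6 µM median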
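System: SV40-immortalized XiGFP fibroblast cells, line 68-5-11 / Incubation: 3-day compound exposure, then 15 min fixation at room temperature / Compound: single concentration per compound, delivered by pin transfer / Buffer or medium: DMEM plus 5-aza-dC sensitizer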
ERp5 block = inhibitors of ERp5-driven insulin aggregation, primary screen, biochemical, turbidity, absorbance 650 nm, single point; Protein disulfide-isomerase A6 (Homo sapiens), Q15084; 350,000 compounds, 0.05% hits; 90 min; inhibition, % at 9.99 µM;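 active means mean replicate inhibition above about 25%, with every replicate also reaching it, limit read from the data, passing the limit was not always enough; inconclusive means only one of those two criteria met; inactive means neither criterion met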
RAD52 inh = RAD52 DNA annealing inhibitors, primary screen, biochemical, FRET, single point, set 2. DNA repair protein RAD52 homolog (Homo sapiens), P43351. recombinant RAD52 DNA annealing, FRET fluorescence. inhibition, % at 18.7 µM. 360,000 compounds, 0.46% hits;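 active means every replicate showing at least 50% inhibition; inconclusive means mean inhibition at least 50% but not in every replicate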
Target sequence (P43351 whole entry, looked up): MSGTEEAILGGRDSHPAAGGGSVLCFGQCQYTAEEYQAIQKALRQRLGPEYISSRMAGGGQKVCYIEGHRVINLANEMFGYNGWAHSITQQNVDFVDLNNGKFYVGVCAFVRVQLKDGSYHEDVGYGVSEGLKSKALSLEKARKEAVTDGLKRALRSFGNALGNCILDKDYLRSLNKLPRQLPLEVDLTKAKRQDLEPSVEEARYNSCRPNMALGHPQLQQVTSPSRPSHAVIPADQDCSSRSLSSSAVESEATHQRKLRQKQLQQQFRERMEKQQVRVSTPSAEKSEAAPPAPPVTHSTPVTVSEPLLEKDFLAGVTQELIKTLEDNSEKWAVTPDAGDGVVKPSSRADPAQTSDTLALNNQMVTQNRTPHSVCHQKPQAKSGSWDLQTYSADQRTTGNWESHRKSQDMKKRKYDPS
ERAP1 HTS inh = human ERAP1 aminopeptidase inhibitors, primary screen, biochemical, single point, plate reader; 340,000 compounds, 0.15% hits; Endoplasmic reticulum aminopeptidase 1 (Homo sapiens), Q9NZ08; recombinant ERAP1, Leu-AMC fluorescence, 60 min; inhibition, % at 10.7 µM;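 active means mean replicate inhibition of at least 30%, or all replicates individually reaching that 30% level; inactive means mean below 30% and not every replicate reaching it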;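 further: 0% = neutral control wells and 100% = L-leucinethiol positive control wells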
RAD54 branch = inhibitors of human RAD54 branch migration, primary screen, biochemical, fluorescence, single point; inhibition, % at 10.4 µM; 360,000 compounds, 0.14% hits; DNA repair and recombination protein RAD54-like (Homo sapiens), Q92698; RAD54 Holliday junction branch migration, FAM/BHQ fluorescence;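 active means mean normalized replicate activity at least 40 and at least half of replicates scoring 40 or more; inconclusive means only one of the two criteria met; inactive means mean below 40 and under half of replicates reaching 40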;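 further: 0% = median of neutral control wells and 100% = median of positive control wells; inhibitors cause a drop in the FAM fluorescence signal; in these data hits start at about 50%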
esBAF inh = Bmi1 luciferase reporter increase in mESCs, primary screen, esBAF inhibitor project, mouse ES cells, Bmi1 luciferase knock-in, single point; 24 h; 100% = twice the neutral-well signal; reporter increase, % at 12.5 µM; 350,000 compounds, 2% hits; AID 602393, 2012; in the data active means activation above about 40%; inconclusive means no clear call, values can overlap the other calls;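 further: 0% = median of the plate's neutral control wells and 100% = double that signal; a rise in the Bmi1 reporter signal indicates esBAF inhibition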
Active calls of the source: *; ? = inconclusive; . = no result given; & = joins results of further samples. Not a hit list. Share with any hit: about 2.5%.

SMILES | S100A4 inh HTS | E-sel inducer | XiGFP reactiv | ERp5 block | RAD52 inh | ERAP1 HTS inh | RAD54 branch | esBAF inh
COc1cc(NC(=O)C2CCN(c3cnccn3)CC2)cc(OC)c1 | 2 | 0.1 | 0.2 | 1 | -18 | 5 | -2 | -4
C/C(=N\NC(=O)c1cccc(F)c1)c1cccc(NC(=O)c2ccc(F)cc2)c1 | 3 | . | 0.6 | 3 | -10 | 2 | . | .
Cc1ccc(COC[C@H](CC(C)C)N2CCN(C(=O)c3cccc(C(F)(F)F)c3)CCC2=O)cc1 | -3 | -0.1 | -0.1 | 1 | 3 | 5 | . | .
CCN1CCN(c2ccc(S(=O)(=O)N3CCOCC3)cc2NC(=O)C(C)Oc2ccc(F)cc2)CC1 (configuration not stated) | -10 | . | 0.1 | -11 | 2 | 4 | . | -1
COCCCN1C(=O)N(c2ccccc2)C(=O)C1CC(=O)Nc1ccc(F)cc1 (configuration not stated) | -3 | 0.0 | 0.2 | 0 | -3 | -2 | 2 | 5
COc1cc(OC)cc(C(=O)OCC(=O)Nc2ccc3[nH]c(=O)[nH]c3c2)c1 | 0 | 2.0 | -0.2 | -1 | -13 | 2 | 3 | .
O=C(C1=C[C@H](c2csc3ccccc23)C[C@H](OCCCCO)O1)N1CCN(Cc2ccc3c(c2)OCO3)CC1 | -2 | -0.1 | 0.0 | -1 | -96 | 4 | 4 | -3
CCOC(=O)c1c(C)n(C)c2ccc(OCC(O)CNCCc3ccccc3)cc12 (configuration not stated) | -6 | -0.1 | 0.1 | 3 | -22 | 1 | 20 | 3
O=C(NCC(c1ccccc1Cl)N1CCCC1)c1ccc(N2CCCC2=O)cc1 (configuration not stated) | -5 | 2.1 | -0.1 | -5 | -3 | 0 | -4 | 34
S=C(Nc1cccnc1)NC1CC2CCC1C2 (configuration not stated) | 3 | . | 0.1 | 2 | -1 | 2 | 5 | -3
NC(=S)N/N=C1\CC(n2nnn(-c3cccc(Cl)c3)c2=S)C2COC1O2 (configuration not stated) | -2 | -1.1 | 0.6 | 1 | -13 | -1 | . | .
COc1ccc(S(=O)(=O)Nc2cccc3c2O[C@@H](CN(C)S(=O)(=O)c2ccc(F)cc2)[C@@H](C)CN([C@H](C)CO)C3=O)cc1 | 0 | 0.4 | 0.1 | -1 | -17 | 0 | -3 | 2
O=C(CNC(=O)c1ccco1)OCc1ccccc1F | -6 | -0.1 | -0.1 | 1 | -8 | 2 | . | .
C[C@H](CO)N1C[C@H](C)[C@@H](CN(C)Cc2ccccn2)Oc2ncc(-c3ccccc3)cc2C1=O | 7&4&-1 | 0.7 | -0.1&-0.3 | 1&-9&-7 | -19&-8&-2 | -3&3&5 | -4&3&-2 | 3&0&-3
C[C@@H]1CN([C@H](C)CO)C(=O)c2cccc(NC(=O)c3cnccn3)c2O[C@H]1CN(C)S(=O)(=O)c1cccs1 | 4 | 0.0 | -0.9 | 3 | 6 | 1 | 3 | -2
CCCCCCCCN1C(=O)[C@@H](CC(=O)N2CCSCC2)C[C@@]2(C(=O)OC)C1=C[C@H](C(C)(C)C)O[C@@H]2C | -5 | -0.1 | 0.1 | -2 | -5 | 3 | . | .
Nc1c(C(=O)OCC(=O)Nc2ccc(Cl)cc2[N+](=O)[O-])[nH]c(=O)[nH]c1=O | 0 | 0.6 | -0.1 | 1 | -21 | 6 | 4 | -5
CCCCCCCCC(c1nc2ccccc2[nH]1)N1CCN=C1c1cc2ccccc2[nH]1 (configuration not stated) | 0 | 0.0 | 0.3 | 16 | -45 | 1 | -1 | -16
O=C(c1ccc([N+](=O)[O-])cc1)N1CCC(n2nnc3cc(F)ccc32)CC1 | 3 | . | -0.2 | -1 | 2 | -2 | . | .
O=C(CN1C(=O)NC2(CCCCCC2)C1=O)NCc1cccs1 | -23 | 2.4 | 0.0 | 0 | -12 | -3 | -1 | 7
CNC[C@@H]1Oc2ccc(NC(=O)C3CCCCC3)cc2CC(=O)N([C@H](C)CO)C[C@H]1C | -2 | 0.0 | -0.6 | 0 | -12 | -1 | 3 | 0
O=C1OC/C(=C(/O)c2ccc(Cl)cc2)C1=O | 6 | . | 0.0 | 2 | -9 | -2 | -20 | -5
CCN1C[C@@H]2[C@@H]3C(=O)N(C)C(=O)[C@@H]3[C@](Cc3ccccc3)(C1=O)N2C(=O)c1ccc(F)cc1 | -5 | -0.1 | 0.1 | 17 | -5 | 0 | 0 | -3
C[C@@H]1CN([C@H](C)CO)C(=O)c2cccc(NS(=O)(=O)c3cccs3)c2O[C@H]1CN(C)C(=O)NC1CCCCC1 | 9 | -3.3 | -1.4 | -5 | 1 | -2 | 3 | 4
CC(C)=CCC/C(C)=C/C(N)=O | 4 | 0.4 | 0.2 | 1 | -1 | 0 | -7 | 1

More results follow:
SMILES | S100A4 inh HTS | E-sel inducer | XiGFP reactiv | ERp5 block | RAD52 inh | ERAP1 HTS inh | RAD54 branch | esBAF inh
COc1ccc(OC)c(C(C)NC(=O)Nc2ccccc2)c1 (configuration not stated) | -4 | . | 0.0 | 1 | -6 | 5 | 4 | 3
CCCOc1ccc(C(=O)CCC(=O)OCC(=O)Nc2ccc(OCC)cc2)cc1 | -3 | . | -0.1 | 0 | -19 | 1 | . | .
CCn1c(CNC(=O)COC)nc2ccccc21 | 0 | . | 0.0 | 5 | -3 | 1 | -20 | -9
CCN(C[C@H]1[C@H](c2ccc(-c3cccnc3)cc2)[C@H](CO)N1C(C)=O)C(C)=O | -13 | 0.3 | -0.1 | -5 | -1 | -1 | -2 | 4
COc1cccc(NC(=O)CN2CCN(C(=O)c3ccco3)CC2)c1 | 1 | 0.9 | 0.0 | 6 | -17 | 1 | -3 | -9
CC(C)OCCCNC(=O)c1cc(S(=O)(=O)N2CCCCC2)c[nH]1 | 4 | -0.4 | 0.0 | 2 | -8 | 2 | -1 | -7
Cc1ccc(C)c(CNS(=O)(=O)c2c(C)[nH]c(C)c2C(=O)N2CCCCC2)c1 | -3 | . | 0.3 | 1 | 1 | 3 | -14 | -6
C/C=C(/C)C(=O)O[C@@H]1c2c(ccc3ccc(=O)oc23)O[C@@H]1C(C)(C)OC(=O)/C(C)=C\C | -24 | 0.7 | -0.1 | 1 | 1 | 3 | 4 | -13
Cc1ccc(C)c(NC(=O)CSc2nnc(CNC(=O)c3cccs3)o2)c1 | 0 | . | 0.0 | -1 | -5 | 8 | . | -7
CCOC(=O)C1CCN(C(=O)C2(NC(=O)NC3CCCCC3)CCCCC2)CC1 | 5 | -1.0 | 0.6 | 2 | -13 | -1 | 6 | 2
Cc1noc(C)c1NC(=O)Nc1ccc2c(c1)C(=O)N([C@H](C)CO)C[C@@H](C)[C@H](CN(C)CC1CCCCC1)O2 | -1 | -1.6 | -0.9 | 1 | -2 | -2 | 6 | -1
Cc1cc(C)cc(N2C(=O)C=CC2=O)c1 | -2 | . | -0.2 | -19 | -12 | 1 | -1 | .
Brc1ccccc1/C=N/Nc1nc2ccccc2o1 | 23 | -0.1 | 0.2 | 1 | -37 | 2 | 6 | 66*
C[C@@H]1CN(C(=O)c2nc3ccc(Cl)cn3c2CNCC[C@@H]2C[C@@H]3C=C[C@H]2C3)C[C@H](C)O1 | -7 | . | 0.0 | 7 | -86 | 3 | -2 | 2
Cc1nc(NC(=O)/C=C/c2ccco2)sc1C | -1 | 0.3 | -0.1 | 0 | -21 | 1 | . | .
Cc1noc(C)c1NC(=O)Nc1ccc2c(c1)CC(=O)N([C@H](C)CO)C[C@H](C)[C@H](CN(C)Cc1ccc(C(=O)Nc3ccccc3N)cc1)O2 | 0 | -2.3 | -0.7 | 5 | 10 | -2 | . | .
CCOC(=O)c1cc(-c2ccccc2)n[nH]1 | 1 | -4.1 | 0.0 | 0 | 4 | 3 | . | .
Cc1ccc(/C=N/N(C)S(=O)(=O)c2ccc(C)cc2)cc1 | -3 | ? | -0.1 | 0 | 1 | 2 | 3 | -27
Cc1ccc(N2C(=O)N(C(C)C)C(C)(C)CC2(C)O)cc1 (configuration not stated) | -1 | -0.1 | 0.1 | 11 | -19 | . | -4 | -2
COC(=O)C[C@@H]1C[C@@H]2c3cc(NS(=O)(=O)c4ccc(OC)cc4)ccc3O[C@@H]2[C@H](CO)O1 | . | -0.3 | 0.2 | . | . | . | 2 | 1
Cc1ccc(C(=O)NC2CCN(S(=O)(=O)c3ccc(F)cc3)CC2)cc1 | -3 | . | 0.0 | 2 | -11 | -4 | -5 | -4
CCOC(=O)C1CCN(C(=O)c2cccnc2Oc2ccccc2)CC1 | 2 | 0.3 | 0.2 | 8 | -2 | 1 | -9 | -3
Cc1cc(C)cc(-n2ncc3c2CCCC3NC(=O)CN2CCCC2=O)c1 (configuration not stated) | -4 | 0.1 | 0.0 | 7 | -9 | -5 | 7 | 5
COc1cccc(CNC(=O)C2=Cc3cccc(OC)c3OC2)c1 | 0 | . | 0.1 | -9 | -9 | 1 | 0 | -5
Cc1csc(NC(=S)NC(=O)c2ccccc2)n1 | 1 | . | 0.0 | 2 | -8 | 1 | -6 | ?
O=C(C[C@@H]1CC[C@H]2[C@@H](COC[C@@H](O)CN2Cc2ccc(Cl)cc2)O1)NCc1ccccc1Cl | -9 | 0.1 | 0.3 | 3 | 4 | -2 | 3 | 3

Looked up one by one from above, 6 records:
SMILES | S100A4 inh HTS | E-sel inducer | XiGFP reactiv | ERp5 block | RAD52 inh | ERAP1 HTS inh | RAD54 branch | esBAF inh
O=C(NCC(c1ccccc1Cl)N1CCCC1)c1ccc(N2CCCC2=O)cc1 (configuration not stated) | -5 | 2.1 | -0.1 | -5 | -3 | 0 | -4 | 34
CC(C)OCCCNC(=O)c1cc(S(=O)(=O)N2CCCCC2)c[nH]1 | 4 | -0.4 | 0.0 | 2 | -8 | 2 | -1 | -7
CCOC(=O)c1cc(-c2ccccc2)n[nH]1 | 1 | -4.1 | 0.0 | 0 | 4 | 3 | . | .
COc1cccc(CNC(=O)C2=Cc3cccc(OC)c3OC2)c1 | 0 | . | 0.1 | -9 | -9 | 1 | 0 | -5
Cc1cc(C)cc(N2C(=O)C=CC2=O)c1 | -2 | . | -0.2 | -19 | -12 | 1 | -1 | .
Cc1ccc(C(=O)NC2CCN(S(=O)(=O)c3ccc(F)cc3)CC2)cc1 | -3 | . | 0.0 | 2 | -11 | -4 | -5 | -4
